# Glioma ERSR ind: inducers of ER stress response in human glioma cells; AID 602332; Potency, µM, for inactives: at the top dose activation, most hits filed as activators; hit rate 0.02% among 420,000; U87-MG GRP78 promoter luciferase reporter, 16 h; further: potency means the concentration at half of the fitted maximal effect; series mostly up to about 76 µM; % of control where 0% means no effect; nearly all actives have a fitted effect of over 35% in size
#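 ERSR induction read as luciferase luminescence (Bright-Glo, 10 min at room temperature) in stably transfected human U87-MG glioma cells exposed to compounds for 16 h, using GRP78 as sensor.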
# D1 ag: human D1 receptor agonism; P21728; HEK293 T-REx D1 cells, calcium flux, agonist mode; activation, % at 2 µM; hit rate 1% among 360,000; in the data active means activation above about 30%; further: 0% is about no effect
# Target sequence (P21728 whole entry, looked up): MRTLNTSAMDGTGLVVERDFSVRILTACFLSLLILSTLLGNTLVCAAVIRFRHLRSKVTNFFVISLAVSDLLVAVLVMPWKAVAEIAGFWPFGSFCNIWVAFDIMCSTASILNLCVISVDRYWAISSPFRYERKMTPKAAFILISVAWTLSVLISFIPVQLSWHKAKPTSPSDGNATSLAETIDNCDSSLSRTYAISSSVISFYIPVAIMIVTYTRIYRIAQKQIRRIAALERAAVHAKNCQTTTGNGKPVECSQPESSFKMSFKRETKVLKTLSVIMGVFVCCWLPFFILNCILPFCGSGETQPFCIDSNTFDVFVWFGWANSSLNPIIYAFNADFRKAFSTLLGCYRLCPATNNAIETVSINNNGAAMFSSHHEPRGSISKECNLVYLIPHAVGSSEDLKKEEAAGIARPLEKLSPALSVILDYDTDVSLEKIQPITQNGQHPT
#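 Agonism was scored from calcium flux recorded over 180 s (1 read/s) after pintool compound addition, following a 10-cycle baseline. Cells were inducible force-coupled HEK293 TREx D1, plated overnight at 30 C and loaded with no-wash calcium dye.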
# Vif-A3F inh: Vif-A3F binding inhibition; HeLa A3F-eYFP + Vif (tagged APOBEC3F with the HIV-1 protein that degrades it), YFP fluorescence increase; Potency, µM (highest dose often 46.1 µM), for the others: top-dose activity, negative = active; hit rate 0.2% among 390,000; AID 602313; further: potency means the concentration at half of the fitted maximal effect; % of control where 0% means no effect; nearly all actives have a fitted effect of over 65% in size
#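 HeLa cells stably expressing A3F-eYFP plus Vif, plated and incubated overnight at 37 deg C, then exposed to compounds overnight at 37 deg C. Blocked degradation read as raised yellow fluorescence (Ex 488/Em 500-530).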
# D1 antag: blocks dopamine activation of the human D1 receptor; P21728; HEK293 TREx D1 cells, calcium flux, dopamine EC80; active compounds read low; activity change, negative = inhibition, % at 10 µM; hit rate 3.2% among 360,000; AID 504652; in the data active means activity change below about -30%; further: on the % scale 0 is the no-effect control and ±100 the full control effect
#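 Calcium flux readout: force-coupled, inducible Hek293 Trex D1 line, cells induced overnight at 30 C with tetracycline, dye-loaded 30–90 min at RT. Antagonism scored against EC80 dopamine challenge given 180 s after compound.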
# D2 PAM: D2 dopamine receptor (human) potentiation. P14416. HEK293 T-REx D2, calcium flux, EC20 dopamine potentiation. potentiation, % at 10 µM. hit rate 0.34% among 340,000;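 active means potentiation over 3 SD above the plate norm, cut at about 30% in these data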; further: 0% is about no effect
# Target sequence (P14416 whole entry, looked up): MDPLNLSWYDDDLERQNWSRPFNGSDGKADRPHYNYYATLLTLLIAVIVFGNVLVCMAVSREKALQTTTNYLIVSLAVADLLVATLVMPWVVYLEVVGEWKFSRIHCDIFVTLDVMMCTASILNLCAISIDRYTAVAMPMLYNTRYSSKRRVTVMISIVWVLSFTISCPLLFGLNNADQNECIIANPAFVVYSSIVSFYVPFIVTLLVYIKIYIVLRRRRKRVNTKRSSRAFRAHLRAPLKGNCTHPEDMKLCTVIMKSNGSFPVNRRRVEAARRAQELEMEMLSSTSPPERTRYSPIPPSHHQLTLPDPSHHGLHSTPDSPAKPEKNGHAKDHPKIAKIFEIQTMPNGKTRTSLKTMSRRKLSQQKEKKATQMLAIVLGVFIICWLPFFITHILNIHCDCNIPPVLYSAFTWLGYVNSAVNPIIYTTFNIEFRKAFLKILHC
#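 Calcium flux readout, no-wash dye, 1 read/s. Inducible HEK293 Trex D2 line, overnight 30 C. Compound alone 180 s (agonist flags), then EC20 dopamine, another 180 s to score potentiation.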
# LDHA block: blocks human lactate dehydrogenase A. P00338. purified LDHA, NADH/diaphorase-resazurin fluorescence; active compounds read low. activity change, % (values are at about 110 or 230 µM). hit rate 0.15% among 480,000. AID 1347041; in the data active means activity change below about -30%; inconclusive means mostly about -25% to -30%;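 further: plate controls were DMSO wells for no effect and wells without enzyme for full effect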
#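 LDH5 2 nM; NADH 0.06 mM, pyruvate 0.2 mM; 200 mM Tris pH 7.4, EDTA, Tween-20; 5 min RT. Detection: diaphorase 0.133 mg/mL + resazurin 37 µM, fluorescence ex540/em590 at 0 and 20 min; normalized to enzyme-free and DMSO wells.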
# D1 potentiator: enhances dopamine response at the human D1 receptor. potentiation, % at 10 µM. AID 504651. P21728. hit rate 0.036% among 360,000. HEK293 TREx D1 cells, calcium flux, dopamine EC20 potentiation; in the data active means potentiation above about 30%; further: 0% is about no effect
# Vif-A3G inh: blocks the Vif interaction with human APOBEC3G | Potency, µM (doses to about 46.1 µM), for the others: at the top dose activity, negative = active, most hits filed as inhibitors | HeLa A3G-eYFP + Vif (tagged APOBEC3G with the HIV-1 protein that degrades it), YFP fluorescence, overnight | AID 602310 | Q9HC16 | hit rate 0.076% among 410,000;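 further: potency means the concentration at half of the fitted maximal effect; on the % scale 0 is the no-effect control and ±100 the full control effect; nearly all actives have a fitted effect of over 60% in size; hits raise eYFP signal because A3G escapes Vif-driven loss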
#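 Read-out is eYFP fluorescence (Ex 488/Em 500-530) from Vif-expressing HeLa A3G-eYFP cells; more signal means A3G escaped Vif-mediated degradation. Cells plated overnight, compound pinned in, incubated overnight at 37 deg C.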
# RXFP1 ag: agonists of human relaxin receptor RXFP1. Potency, µM (series often up to 57.5 µM), for the others: at the top dose activation, hits mostly activators. HEK293T-RXFP1 cAMP TR-FRET, 30 min; response scale: percent of porcine relaxin response, buffer zero. Q9HBX9. AID 2676. hit rate 0.3% among 370,000; further: potency means the concentration at half of the fitted maximal effect; on the % scale 0 is the no-effect control and ±100 the full control effect; nearly all actives have a fitted effect of over 60% in size; many of its hits are not listed in these tables
#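 HEK293T cells stably expressing RXFP1 were pretreated with the PDE4 inhibitor Ro 20174, exposed to compounds for 30 min at 37C, lysed, and cAMP was read by TR-FRET. Data normalized to buffer (basal) and 29 nM porcine relaxin (100%).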
# * hit, by the source's call; ? = inconclusive; / = not tested or not shown; & = joins results of further samples. Unless noted, the call rests on the fitted dose curve; in most records, active means well fitted curve in the direction sought with a large enough effect; inconclusive means small, poorly fitted or top-dose-only effect, or another doubt; inactive means no such curve, though single readings can be large; an effect the other way counts as inactive or inconclusive. The list is partial; count on the stated rates, not on these rows.
# The opening 7 entries, ahead of the listing:
SMILES,Glioma ERSR ind,D1 ag,Vif-A3F inh,D1 antag,D2 PAM,LDHA block,D1 potentiator,Vif-A3G inh,RXFP1 ag
Cc1ccc(N(CC(=O)N2CCCC2)S(C)(=O)=O)c(C)c1,-4%,1,16%,16,-4,-1,-8,5%,-1.3%
Cn1c(N)c(C(=O)COC(=O)CCC2CCCC2)c(=O)n(C)c1=O,-1%,13,-1%,-3,/,2,0,5%,19%
CC(=NNC(=S)N1CCCCCC1)c1cccc2cccnc12,-1%,/,-19%,/,/,7,/,2%,/
COc1ccc2nc(N(CCN(C)C)C(=O)/C=C/c3cccs3)sc2c1,-3%,5,-29%,-6,-8,-4,-3,-22%,-1.5%
Cc1cccc(-n2ncc3c2CCCC3NC(=O)c2ccncc2)c1C (centres undefined),-3%,/,-8%,/,/,-1,/,1%,/
COCCNC(=O)[C@H](CSCc1ccccc1)N1Cc2ccccc2C1=O,-2%,0,-6%,-6,-20,-4,-7,-2%,-4.3%
COc1ccc(-c2nc(CS(=O)CC(=O)NCCN3CCCCC3C)c(C)o2)cc1OC (centres undefined),-2%,3,0%,1,-1,0&1,4,1%,0.2%

# This part in full, previewed entries included:
SMILES,Glioma ERSR ind,D1 ag,Vif-A3F inh,D1 antag,D2 PAM,LDHA block,D1 potentiator,Vif-A3G inh,RXFP1 ag
Cc1ccc(N(CC(=O)N2CCCC2)S(C)(=O)=O)c(C)c1,-4%,1,16%,16,-4,-1,-8,5%,-1.3%
Cn1c(N)c(C(=O)COC(=O)CCC2CCCC2)c(=O)n(C)c1=O,-1%,13,-1%,-3,/,2,0,5%,19%
CC(=NNC(=S)N1CCCCCC1)c1cccc2cccnc12,-1%,/,-19%,/,/,7,/,2%,/
COc1ccc2nc(N(CCN(C)C)C(=O)/C=C/c3cccs3)sc2c1,-3%,5,-29%,-6,-8,-4,-3,-22%,-1.5%
Cc1cccc(-n2ncc3c2CCCC3NC(=O)c2ccncc2)c1C (centres undefined),-3%,/,-8%,/,/,-1,/,1%,/
COCCNC(=O)[C@H](CSCc1ccccc1)N1Cc2ccccc2C1=O,-2%,0,-6%,-6,-20,-4,-7,-2%,-4.3%
COc1ccc(-c2nc(CS(=O)CC(=O)NCCN3CCCCC3C)c(C)o2)cc1OC (centres undefined),-2%,3,0%,1,-1,0&1,4,1%,0.2%
O=C(CCN1C(=O)C2C3C=CC(C3)C2C1=O)Nc1nccs1 (centres undefined),-5%,0,-4%,-64*,-10,-5,-15,0%,0.8%
CC(Oc1ccc(Br)cc1)C(=O)Nc1ccc(S(=O)(=O)Nc2nccs2)cc1 (centres undefined),3%,13,0%,17,2,-16,12,-8%,-2.0%
COc1cc(/C=C2\SC(=S)N(NC(=O)c3ccc(O)cc3)C2=O)ccc1O,-2%,124*,?,-11,5,2,-8,-22%,0.0%
CC(C)(C)CC(=O)Nc1nnc(SCC(=O)NC2CCCCC2)s1,-2%,1,-16%,2,1,0,-1,-2%,1.9%
CCOC(=O)c1cc(-c2ccccc2)n(CCC(=O)NC(C)CC)c1C (centres undefined),-2%,2,7%,15,-11,0,4,-5%,0.7%
O=C(NCc1ccccn1)c1ccc(Cl)cc1Cl,0%,5,2%,8,24,-10,8,-1%,2.2%
COc1ccccc1C(=O)COC(=O)c1nc2nc(C)cc(C)n2n1,-4%,3,5%,7,9,-8,-1,1%,-0.7%
O=C(C1CCN(S(=O)(=O)c2c(Cl)cccc2Cl)CC1)N1CCCC1,1%,/,-10%,/,/,4,/,-1%,/
CCc1ccc(/C(C)=N/NS(=O)(=O)c2ccc(OC)cc2)s1,0%,8,-17%,7,13,-2,-4,0%,-0.6%
O=C(Nc1cccc(S(=O)(=O)N2CCOCC2)c1)c1ccc(N2CCOCC2)c([N+](=O)[O-])c1,-3%,2,-5%,21,0,-2,-4,-1%,2.0%
O=C(CCSCc1ccccc1F)NCc1cccnc1,-5%,1,11%,-15,/,-13,-5,-1%,0.2%
CC(Nc1[nH]c(=O)n(C)c(=O)c1N=O)c1ccccc1 (centres undefined),-3%,3,4%,-16,/,-4,0,1%,0.6%
Cc1ccccc1C(=O)NCC(=O)Nc1ccccc1C(F)(F)F,-4%,-1,-16%,3,4,1,-3,-6%,-1.0%
CCCOc1cc(N(CC)CC)ccc1/C=C(/C#N)c1nc2ccc(C)cc2[nH]1,7%,-2,3.2µM*,6,-18,3,19,?,-1.3%
Cc1ccc(C(=O)NCc2ccc3c(c2)OCO3)cc1S(=O)(=O)N1CCOCC1,-3%,2,-5%,1,2,-13,-2,-7%,0.0%
O=C(NCc1ccccc1)C1=C[C@@H](c2ccc(C(F)(F)F)cc2)C[C@@H](OCCCCO)O1,-4%,/,-1%,/,/,1,/,-3%,/
CC(=O)Nc1ccc(S(=O)(=O)N(C)CC(=O)OCC(=O)NNC(=O)c2ccccc2F)cc1,-2%,4,3%,-2,2,-6,9,-4%,1.9%
Cc1c(C#N)c(O)n(CCO)c(=O)c1N=Nc1ccc2c(c1)COC2=O,-5%,2,?,18,12,8,-5,-3%,4.8%

# (next part)
SMILES,Glioma ERSR ind,D1 ag,Vif-A3F inh,D1 antag,D2 PAM,LDHA block,D1 potentiator,Vif-A3G inh,RXFP1 ag
CC(=O)Nc1cccc(NC(=S)Nc2ccc(F)c(Cl)c2)c1,-4%,12,0%,-11,-5,5,-2,1%,-1.9%
CCCOc1cccc(C(=O)NC(=S)Nc2cccc(C(F)(F)F)c2)c1,-2%,5,0%,-7,1,1,-3,-1%,1.6%
Cc1ccc(C(=O)NNC(=O)c2ccc(SCC3CCCO3)c([N+](=O)[O-])c2)cc1 (centres undefined),-5%,1,3%,-9,3,1,-8,0%,0.9%
CCOCC(=O)Nc1cc(OC)c(Cl)cc1OC,3%,1,1%,-11,-9,0,-5,3%,0.0%
CN(Cc1cnccn1)C(=O)C1CCC(=O)N(CCc2ccccc2)C1 (centres undefined),-1%,0,-8%,11,2,-8,3,-2%,0.3%
CCOC(=O)c1c(C)oc2ncnc(NCCc3ccccc3)c12,-2%,8,2%,-1,/,2,-7,0%,-0.2%
Cc1ccc(C2CC(=O)N(Cc3ccc(F)cc3)c3c2c(C)nn3-c2nc(C)cc(C)n2)cc1 (centres undefined),-1%,0,1%,-6,5,-4,1,-5%,0.1%
COc1ccc([C@H]2/C=C\CN(C(=O)[C@H](Cc3ccccc3)NC(=O)OCC3c4ccccc4-c4ccccc43)CC(=O)N2Cc2ccc(F)cc2)cc1,-1%,/,-9%,/,/,-4,/,1%,/
CC(=O)c1ccc(OCc2cc(C(=O)NC(C)CCn3cccn3)no2)cc1 (centres undefined),6%,3,4%,-1,0,-6,0,1%,4.3%
CCOC(=O)c1ccc(NC(=O)CSc2nccn2-c2ccc(OCC)cc2)cc1,-4%,6,1%,-19,2,-9,-3,6%,1.1%
COc1ccc(C(=O)CCC(=O)NCc2cc(OC)cc(OC)c2)cc1,0%,0,-2%,14,-1,-2,-6,-5%,3.8%
CCC(C)NC(=O)C1CCN(S(=O)(=O)c2ccc3[nH]c(=O)ccc3c2)CC1 (centres undefined),-2%,2,-8%,-7,-3,-7,-4,-4%,1.8%
O=C(NCCc1ccccc1)c1ccc2c(c1)N(Cc1ccccc1)C(=O)c1ccccc1S2=O (centres undefined),-2%,8,1%,-1,-5,0,2,-2%,0.5%
N/C(=N\O)c1ccc(Cl)cc1Cl,-3%,2,2%,-14,-3,-3,3,2%,-1.1%
CCOC(=O)COn1c(=O)c(-c2ccc(OC)c(OC)c2)[n+]([O-])c2ccccc21,/,-1,/,-4,/,/,1,/,-0.5%
